A549 tox – kills or reduces viability of A549 cells in Nrf2 counter-screen; A549 ARE-Fluc cells, CellTiter-Fluor viability, 18-24 h; Potency, µM (highest dose often 46 µM), for inactives: at the highest dose activity change, negative = cytotoxicity, hits mostly inhibitors; AID 504648; 0.16% of 390,000 active; further: potency means the concentration at half of the fitted maximal effect; on the % scale 0 is the no-effect control and ±100 the full control effect
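A549 ARE-Fluc cells in 5% FBS OPTI-MEM, 5000 cells/well, rested 2 h then exposed to compounds in concentration-response for 18-24 h at 37 °C. Viability by CellTiter-Fluor fluorescence (Ex 405/Em 525) after 30 min; luciferase luminescence (BugLite, 15 min, RT) read afterwards.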
Nrf2 ARE act – activates Nrf2 signaling; Potency, µM (top dose mostly 46.1 µM), for the others: at the highest dose activation, usual class: activators; 0.31% of 410,000 active; AREc32 ARE-luciferase reporter (MCF7-derived line), luminescence, 24 h; AID 624171; further: potency means the concentration at half of the fitted maximal effect; % of control where 0% means no effect; nearly all actives have a fitted effect of over 65% in size
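Luciferase luminescence (Steady-Glo, 30 min at room temperature) served as the read-out of ARE activation in AREc32 cells treated with compounds for 24 hr at 37 deg C.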
S2 tox – reduces viability in counter-screen for ATXN expression inhibitors. S2 cells (HEK-293 line with an ATXN2-luciferase reporter) viability, CellTiter-Fluor protease fluorescence, 24 h. Potency, µM (highest dose often 56.7 µM), hits mostly cytotoxic. 0.49% of 400,000 active. AID 651635; further: potency means the concentration at half of the fitted maximal effect; nearly all actives have a fitted effect of over 40% in size
TGFb SMAD3 inh – TGF-b pathway inhibition; Potency, µM (series often up to 46.1 µM), inactives show top-dose activity, negative = inhibition, most hits filed as inhibitors; HepG2 CAGA-GFP TGF-b/SMAD3 reporter, GFP fluorescence, 18 h; TGF-beta stimulated, 500 pg/mL final; AID 588855; 1.2% of 410,000 active; further: potency means the concentration at half of the fitted maximal effect; on the % scale 0 is the no-effect control and ±100 the full control effect; nearly all actives have a fitted effect of over 65% in size
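Inhibition was scored as loss of TGF-beta-induced (500 pg/mL final, 18 hours, 37 degrees C) GFP in HEPG2 cells carrying a CAGA-GFP reporter, in DMEM with 1% FBS. Well GFP was summed per cell; Activity was normalised to unstimulated and stimulated DMSO wells, then concentration-response fitting.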
Akt phos inh – blocks phosphorylation of Akt; Neuro2A IGF-stimulated pAkt S473 HTRF, 20 min; hits give low values; activity change, % for hits at 50 µM; AID 651550; 0.32% of 360,000 active; in the data active means activity change below about -80%; inconclusive means mostly about -51% to -80%; further: on the % scale 0 is the no-effect control and ±100 the full control effect
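Neuro2A cells (4,500/well, DMEM with 0.5% FBS) were treated with compound at a single 50 µM final concentration, stimulated with 6 nM IGF for 20 min at 37 °C, and lysed. Phospho-Akt Ser473 was read by HTRF as 665/615 ratio ×10^4.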
Mm-Cpn inhibitor – blocks the Methanococcus maripaludis chaperonin Mm-Cpn | purified Mm-Cpn ATPase, ADP Transcreener TR-FRET | 0.031% of 330,000 active | AID 504842 | Potency, µM (highest dose often 76.9 µM), without a hit: top-dose activity, negative = inhibition, usual class: inhibitors; further: potency means the concentration at half of the fitted maximal effect; on the % scale 0 is the no-effect control and ±100 the full control effect; nearly all actives have a fitted effect of over 80% in size
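Reaction buffer contained 30 mM Tris pH 7.4, 100 mM KCl, 5 mM MgCl2 and 1 mM DTT. Mm-CPN (25 nM final) hydrolysed 10 uM ATP over 30 min at 37°C; ADP was read by HTRF.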
HepG2 viability – HepG2 cytotoxicity, counter-screen for TGF-b inhibitors | 0.76% of 410,000 active | HepG2 CAGA-GFP viability, ATP luminescence, 18 h | Potency, µM (doses to about 46.1 µM), for the others: top-dose activity change, negative = cytotoxicity, usual class: cytotoxic; further: potency means the concentration at half of the fitted maximal effect; some results filed as inactive show a strong effect at the top dose
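HepG2 CAGA-GFP cells (1000/well, DMEM with 1% FBS) received compound, then TGF-beta at 500 pg/mL final, and were incubated 18 hours at 37 degrees C. Viability was read by CellTiter-Glo luminescence. Media-only wells were set as complete cell-killing and DMSO as no toxicity.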
Nrf2 inh – Nrf2 pathway inhibition | A549 ARE-Fluc reporter, luciferase luminescence, 18-24 h | Potency, µM (top dose mostly 46 µM), for inactives: top-dose activity change, negative = inhibition, hits mostly inhibitors | 2.1% of 360,000 active | AID 504444; further: potency means the concentration at half of the fitted maximal effect; on the % scale 0 is the no-effect control and ±100 the full control effect; nearly all actives have a fitted effect of over 60% in size
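Nrf2 function is reported as luminescence of an ARE-controlled luciferase in A549 cells. Compounds were tested at several concentrations, and a CellTiter-Fluor read on the same wells flagged cytotoxicity.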
CCT modulator – cytosolic chaperonin activity modulation | purified chaperonin ATPase assay, HTRF ADP detection, 30 min | 0.3% of 360,000 active | AID 651819 | activity change, % (no concentration beside the values), hits read low; in the data active means activity change below about -30%; further: on the % scale 0 is the no-effect control and ±100 the full control effect
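First, chaperonin was dispensed at 40 nM or 20 nM final depending on batch activity. Next, compounds were pinned at 76 uM and ATP added at 10 uM. After 30 min at 37 °C, ADP detection reagents ran 30 min at ambient temperature.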
* = called active by the depositor; i = inactive; ? = inconclusive; / = no result given; [ ] = another dose, or the depositor's remark. Unless noted, the call rests on the fitted dose curve; in most records, active means well fitted curve in the direction sought with a large enough effect; inconclusive means small, poorly fitted or top-dose-only effect, or another doubt; inactive means no such curve, though single readings can be large; an effect the other way counts as inactive or inconclusive.

SMILES	A549 tox	Nrf2 ARE act	S2 tox	TGFb SMAD3 inh	Akt phos inh	Mm-Cpn inhibitor	HepG2 viability	Nrf2 inh	CCT modulator
CCOc1ccc2oc(=O)cc(C)c2c1	-9%	-0.5%	i	5%	i	2%	4%	-3%	-2.5
CCCOc1ccc(Br)cc1/C=N/O	0%	-0.2%	i	-11%	i	/	-16%	/	0.0
COc1cc(OC)c(C(=O)NC23CC4CC(CC(C4)C2)C3)cc1OC	1%	2.1%	i	-13%	i	1%	-11%	5%	-0.9
CS(=O)(=O)N(CCC(=O)O)Cc1ccccc1	9%	0.2%	i	?	i	0%	3%	/	-2.5
Cc1ccc(-c2nn(-c3ccccc3)cc2/C=C2\SC(=S)N(CCCCCC(=O)O)C2=O)o1	?	0.4%	?	-5%	i	-2%	-8%	?	-1.3
CC(C)(C)OC(=O)N(CCc1ccccc1)Cc1cccc(OCc2cccc(NC(=O)/C=C/c3ccccc3)c2)c1	-1%	3.4%	i	-3%	i	/	10%	13%	0.2
CC(C)(C)c1cc(C(=O)NCc2ccco2)ccn1	5%	10%	i	-14%	i	2%	-9%	7%	-2.7
CCOC(=O)C(C)OC(=O)C1=C(C)NC(=O)NC1c1ccc2c(c1)OCO2 (centres undefined)	-16%	0.0%	?	?	i	-1%	-13%	-3%	-2.6
O=C(CCn1nnc2ccccc21)Nc1nnc(-c2ccccc2F)s1	0%	19%	i	2%	i	-16%	-24%	15%	-1.8
CN(C)c1nc(NNC(=O)c2ccccc2)nc(N(C)C)n1	1%	0.4%	i	?	i	/	-24%	7%	-1.2
O=C1CC(N2CCC(O)(c3ccc(Cl)cc3)CC2)C(=O)N1Cc1ccc(N2CCCC2=O)cc1 (centres undefined)	-17%	0.4%	i	-7%	i	2%	-12%	?	1.2
Cc1sc(-n2cccc2)c(C(=O)O)c1C	-8%	0.1%	i	-15%	i	-5%	-5%	4%	0.3
CCn1c(/C=C2\C(=O)N(C)c3ccccc32)nc2ccccc2c1=O	-4%	?	i	2%	i	-11%	-16%	6%	-1.4
CC(C)CCC1(C)NC(=O)N(CC(=O)c2ccc[nH]2)C1=O (centres undefined)	6%	0.3%	i	2%	i	0%	-7%	11%	-0.2
CCCC(=O)NNC(=O)c1ccoc1C	8%	0.0%	i	4%	i	0%	1%	-13%	0.8
O=C(CC1C(=O)NCCN1Cc1c(F)cccc1Cl)NCCc1ccccn1 (centres undefined)	1%	0.0%	i	14%	i	2%	-4%	13%	-0.8
CC(C)(C)C(=O)Nc1cc(C(F)(F)F)ccc1-n1ccnc1	3%	0.0%	i	-1%	i	1%	4%	28%	-3.1
O=S(=O)(c1ccc2ccccc2c1)N(CC1CO1)c1ccccc1 (centres undefined)	-4%	3.9%	i	6%	i	-3%	2%	-5%	-1.7
CCOC(=O)N1CCC(NC(=O)CN2C(=O)CSc3ncccc32)CC1	0%	-1.1%	i	-2%	i	0%	18%	-12%	-3.0
CC(NC(=O)c1cccnc1)c1ccc2c(c1)OCO2 (centres undefined)	0%	-0.3%	i	-8%	/	2%	-6%	/	0.5
COc1ccc(NC(=O)Nc2cc(C)ccn2)cc1	1%	-1.4%	i	1%	i	/	-2%	?	-1.7
CCCc1cc(C(N)=O)c(NC(=O)c2ccco2)s1	-2%	?	i	1%	i	-11%	5%	-10%	-2.6
O=C(COc1ccccc1)NCc1ccc2c(c1)OCO2	9%	2.4%	i	-6%	i	-1%	-5%	?	0.0
C[C@H]1CN([C@@H](C)CO)C(=O)Cc2cc(NC(=O)Cn3cnnn3)ccc2O[C@H]1CN(C)Cc1ccncc1	0%	-0.8%	i	17%	i	1%	3%	10%	-0.2
CCn1cc(CN2CCCC(C(=O)Nc3ccc(-c4nc5ccccc5[nH]4)cc3)C2)c(C)n1 (centres undefined)	-8%	3.0%	i	0%	i	-3%	-1%	9%	-1.2
COCCn1c(=NC(C)=O)sc2cc([N+](=O)[O-])ccc21	-2%	-0.1%	i	-22%	i	-1%	0%	-11%	-0.4
Cc1ccc(NC(=O)C2(c3ccccc3)CCCC2)nc1	-3%	0.4%	i	-4%	i	/	0%	-6%	-0.8
COc1ccc(S(=O)(=O)Cc2ccc(C(=O)NC3CC3)o2)cc1	-7%	-1.0%	i	35%[activator]	i	-1%	4%	1%	-4.2
COc1cc(/C=N/NC(=O)Cc2ccc(Br)cc2)cc(OC)c1O	-5%	4.4%	i	2%	i	-1%	2%	5%	0.0
CC(C)Oc1ccc(C(=O)N2CCC(CCC(=O)NC3CC3)CC2)cc1	/	-0.8%	i	7%	i	/	-9%	/	-1.9
COc1cccc(-n2c(=O)c3c4c(sc3n(Cc3ccc(C)cc3)c2=O)CCCC4)c1	-6%	-1.0%	i	5%	/	/	14%	-5%	/
CC(=O)C1=C(C)NC(SCC(N)=O)=C(C#N)C1c1cccs1 (centres undefined)	-3%	-0.8%	?	20%	i	/	-20%	-5%	-0.7
COc1ccc(C(C#N)N2N=C(C)CC2(C)C)cc1OC (centres undefined)	-4%	0.1%	i	4%	i	1%	24%	?	2.8
CC(C)(C)OC(=O)C[C@H]1C/C=C\C[C@H](CC(=O)N(CCO)Cc2ccccc2)C(=O)N2CCC[C@H]2COC1=O	4%	-0.1%	i	-5%	i	-1%	3%	-7%	-2.0
Cc1nc(CN(C)C(=O)c2cc(COc3c(F)cccc3F)on2)cs1	7%	2.3%	?	-2%	i	-2%	-43%	-4%	-1.4
Cc1ccc(-n2c(Cc3cccn3C)nnc2SCC(=O)N2CCc3ccccc32)cc1	-18%	0.1%	i	?	i	-2%	-18%	?	-4.5

Only Nrf2 inh and HepG2 viability (seven entries from above):
canonical_smiles,Nrf2 inh,HepG2 viability
COCCn1c(=NC(C)=O)sc2cc([N+](=O)[O-])ccc21,-11%,0%
Cc1ccc(NC(=O)C2(c3ccccc3)CCCC2)nc1,-6%,0%
COc1ccc(S(=O)(=O)Cc2ccc(C(=O)NC3CC3)o2)cc1,1%,4%
COc1cc(/C=N/NC(=O)Cc2ccc(Br)cc2)cc(OC)c1O,5%,2%
CC(C)Oc1ccc(C(=O)N2CCC(CCC(=O)NC3CC3)CC2)cc1,/,-9%
COc1cccc(-n2c(=O)c3c4c(sc3n(Cc3ccc(C)cc3)c2=O)CCCC4)c1,-5%,14%
CC(=O)C1=C(C)NC(SCC(N)=O)=C(C#N)C1c1cccs1 (centres undefined),-5%,-20%

(continued)
SMILES	A549 tox	Nrf2 ARE act	S2 tox	TGFb SMAD3 inh	Akt phos inh	Mm-Cpn inhibitor	HepG2 viability	Nrf2 inh	CCT modulator
COc1ccc([C@H]2[C@H]3C=CC[C@@H](C)[C@@H]3C(=O)N2Cc2ccccc2)cc1Cl	-2%	4.3%	?	?	i	-4%	-17%	?	-3.3
Cc1nc(C(F)(F)F)ccc1C(=O)Nc1ccc2ccccc2n1	5%	1.6%	i	0%	i	0%	-3%	-16%	0.0
Cc1cc(C)c2c(CC(=O)N(Cc3ccc(N(C)C)cc3)Cc3ccco3)coc2c1	-13%	3.4%	?	?	/	/	-27%	?	/
Cc1cccc(NC(=O)CCc2nc3sc4c(c3c(=O)[nH]2)CCCC4)c1	0%	0.2%	i	?	i	1%	-45%	8%	2.6
CC(=O)N1CCCc2cc(S(=O)(=O)N3CCCC3)ccc21	7%	1.5%	i	0%	i	2%	7%	-27%	0.3
CCCCCCN1C[C@H](O)[C@@H](n2cc(COC(=O)c3ccccc3)nn2)C[C@@H]1c1ccc(C)cc1	/	5.4%	?	?	i	/	-46%	/	-1.9
COc1ccc(CNC(=O)c2cc3c(=O)[nH]c4ccccc4c3n2C)cc1	4%	-0.4%	i	-6%	i	-3%	-19%	-10%	1.0
C=CCn1cc(C(=O)N2CCN(C)CC2)c(=O)c2cc(S(=O)(=O)N(CC)CC)ccc21	-2%	-0.6%	i	2%	i	-2%	7%	-7%	0.9
CN(C(=O)NCc1noc2ccccc12)c1cccc(Cl)c1	1%	3.3%	i	-11%	/	/	-9%	-4%	/
Brc1ccc2nc(-c3cccs3)c(NCC3CCCO3)n2c1 (centres undefined)	2%	?	/	-15%	i	-3%	-25%	8%	-1.3
O=C(N=Nc1c(O)[nH]c2ccccc12)c1ccc(CN2CCOCC2)cc1	-3%	0.0%	i	9%	i	0%	-18%	?	-7.8
O=C(NC(=S)Nc1cccc2cccnc12)c1cccs1	-3%	8.9µM*	i	-18%	i	-2%	-18%	6%	0.7
CON(C)c1nc(OCCNC(=O)OCc2ccc(Cl)cc2Cl)nc(N(C)C)n1	-6%	-0.5%	i	-7%	i	1%	-32%	-12%	-1.4
O=C(O)C1CCCCC1C(=O)NCc1cn2ccccc2n1 (centres undefined)	-2%	-0.2%	i	-17%	i	2%	-3%	0%	-0.3
Nc1c(C(=O)Nc2ccc(S(=O)(=O)N3CCCC3)cc2)sc2nc3ccc(OC(F)(F)F)cc3cc12	?	9.1%	/	-12%	i	-2%	1.8µM*	?	-0.4

3 compounds picked at random from those above, as already listed:
SMILES	A549 tox	Nrf2 ARE act	S2 tox	TGFb SMAD3 inh	Akt phos inh	Mm-Cpn inhibitor	HepG2 viability	Nrf2 inh	CCT modulator
COCCn1c(=NC(C)=O)sc2cc([N+](=O)[O-])ccc21	-2%	-0.1%	i	-22%	i	-1%	0%	-11%	-0.4
COc1ccc([C@H]2[C@H]3C=CC[C@@H](C)[C@@H]3C(=O)N2Cc2ccccc2)cc1Cl	-2%	4.3%	?	?	i	-4%	-17%	?	-3.3
CCn1c(/C=C2\C(=O)N(C)c3ccccc32)nc2ccccc2c1=O	-4%	?	i	2%	i	-11%	-16%	6%	-1.4

Source: PubChem

Compounds as they come; overall some 4.4% were active at least once.
